# CHT PAM – allosterically activates the human high affinity choline transporter; Q9GZV3; CHT-expressing cells, membrane potential dye, choline EC20; hits give high values; LV-AA mutant CHT in HEK293 cells; B-score at 10 µM; 310,000 tested, 0.49% active; AID 488977;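 active = initial fluorescence not abnormally high and integrated response B-score, plate-corrected, over 3 SD above library mean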
# Target sequence (Q9GZV3 whole entry, looked up): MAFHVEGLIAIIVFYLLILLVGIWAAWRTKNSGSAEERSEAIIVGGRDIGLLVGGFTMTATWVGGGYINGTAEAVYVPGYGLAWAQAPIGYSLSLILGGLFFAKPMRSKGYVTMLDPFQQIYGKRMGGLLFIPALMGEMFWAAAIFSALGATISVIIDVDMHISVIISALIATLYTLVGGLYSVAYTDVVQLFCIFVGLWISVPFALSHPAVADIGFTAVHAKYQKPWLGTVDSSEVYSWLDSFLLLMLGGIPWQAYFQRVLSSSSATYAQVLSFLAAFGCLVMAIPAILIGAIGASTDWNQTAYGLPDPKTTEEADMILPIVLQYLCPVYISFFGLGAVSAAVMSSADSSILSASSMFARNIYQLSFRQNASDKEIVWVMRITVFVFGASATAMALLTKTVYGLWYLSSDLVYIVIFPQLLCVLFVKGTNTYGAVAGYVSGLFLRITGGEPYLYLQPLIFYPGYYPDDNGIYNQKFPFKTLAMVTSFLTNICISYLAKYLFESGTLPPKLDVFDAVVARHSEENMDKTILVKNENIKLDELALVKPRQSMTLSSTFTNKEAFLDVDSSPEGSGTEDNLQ
# OX1R antag-1 – human HCRTR1 antagonism. CHO/OX1R cells, Fluo-8 calcium fluorescence, orexin A. O43613. inhibition, % at 5 µM. AID 434989. 330,000 tested, 0.43% active;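 active = inhibition above its plate's threshold, mean inhibition of all tested compounds on the plate plus 3 SD, cut at about 37% in these data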;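 note: 0% = orexin A challenge wells and 100% = SB-334867-A antagonist wells; not every result past the cut was called active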
# Target sequence (O43613 whole entry, looked up): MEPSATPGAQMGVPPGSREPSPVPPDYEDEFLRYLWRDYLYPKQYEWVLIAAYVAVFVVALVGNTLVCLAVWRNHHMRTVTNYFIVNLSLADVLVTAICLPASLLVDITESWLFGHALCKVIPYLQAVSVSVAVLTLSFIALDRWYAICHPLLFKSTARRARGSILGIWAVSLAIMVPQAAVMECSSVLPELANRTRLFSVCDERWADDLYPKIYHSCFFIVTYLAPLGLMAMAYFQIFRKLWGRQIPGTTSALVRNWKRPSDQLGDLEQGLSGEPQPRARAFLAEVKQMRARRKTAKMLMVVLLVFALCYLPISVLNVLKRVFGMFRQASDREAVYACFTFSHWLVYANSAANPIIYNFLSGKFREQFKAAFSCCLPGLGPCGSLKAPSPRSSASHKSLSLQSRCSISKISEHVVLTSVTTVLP
# OX1R antag-2 – OX1R (human) antagonism; OX1R-expressing cells, FRET antagonist read-out; O43613; 330,000 tested, 1.8% active; AID 485270; inhibition, % at 6.6 µM; in the data active = inhibition mostly above about 38%, no sharp cut-off; inactive = mostly below about 40%;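 note: 0% = agonist challenge alone and 100% = reference antagonist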
# An asterisk follows results filed as active; i = inactive; . = not tested or not shown.
# Sample of the layout, 2 compounds:
No.	structure	CHT PAM	OX1R antag-1	OX1R antag-2
1	CCCn1c(=N)n(CC(=O)c2ccc([N+](=O)[O-])cc2)c2ccccc21	i	-36	26
2	Cc1ccc(Cl)cc1N1CCN(C(=O)c2ccccc2SCC(=O)N2CCCC2)CC1	.	-15	9

# Main list, repeating the preview:
No.	structure	CHT PAM	OX1R antag-1	OX1R antag-2
1	CCCn1c(=N)n(CC(=O)c2ccc([N+](=O)[O-])cc2)c2ccccc21	i	-36	26
2	Cc1ccc(Cl)cc1N1CCN(C(=O)c2ccccc2SCC(=O)N2CCCC2)CC1	.	-15	9
3	COc1ccc(CCN2C(=O)CC(Cc3ccc(C)cc3)C2=O)cc1OC (centres undefined)	i	-27	4
4	CCC(=O)N1CCN(c2ccc(Cl)cc2NC(=O)c2ccc(N3CCCC3)c([N+](=O)[O-])c2)CC1	i	-34	15
5	O=C(NCCc1ccccc1)C1CCCN1C(=O)NCc1ccccc1 (centres undefined)	i	-15	18
6	CCCCNC(=O)[C@@H]1CCCN1S(=O)(=O)c1cccc2cccnc12	i	-27	14
7	CCC(C)NC(=O)Cc1cn(C)c2ccccc12 (centres undefined)	i	-22	3
8	COc1ccccc1N(C(=O)c1ccncc1)c1nc(-c2ccc([N+](=O)[O-])cc2)cs1	i	-15	25
9	Cc1nn(CC(=O)N2CCN(c3ccccn3)CC2)c(=O)c2cc3sccc3n12	i	-4	15
10	Cc1oc(-c2ccc(Cl)cc2)nc1CS(=O)CC(=O)NCCN1CCCC1 (centres undefined)	i	-30	22
11	O=C(O)c1ccc(NC(=S)NC2CCCCC2)cc1	i	-5	-1
12	O=C1OC(c2ccccc2)/C(=C(/O)c2ccc(Cl)cc2)C1=O (centres undefined)	i	-23	4
13	Cc1nc2ccc(S(=O)(=O)NCC(=O)Nc3ccc(F)cc3)cc2s1	i	-25	-2
14	O=C(COc1ccccc1[N+](=O)[O-])OCC(=O)c1ccc(Br)s1	.	-1	4
15	Cc1ccc(/C=N/Nc2ncc(Cl)cc2Cl)s1	i	-6	9
16	CCn1nc(C)c(CNC(=O)CC2C(=O)NCCN2Cc2ccc(C)o2)c1C (centres undefined)	i	-8	4

# Next part (two carried over from the part before).
No.	structure	CHT PAM	OX1R antag-1	OX1R antag-2
15	Cc1ccc(/C=N/Nc2ncc(Cl)cc2Cl)s1	i	-6	9
16	CCn1nc(C)c(CNC(=O)CC2C(=O)NCCN2Cc2ccc(C)o2)c1C (centres undefined)	i	-8	4
17	Cc1ccc(C(C)C)c(OCC(=O)OCC(=O)c2c(N)n(C)c(=O)n(C)c2=O)c1	.	10	3
18	CCN(CC)CC(=O)NN=C(c1ccccc1)c1ccccc1	i	-21	10
19	CCNc1nc(NCC)nc(N/N=C/c2ccc([N+](=O)[O-])o2)n1	i	16	54*
20	CCOC(=O)c1ccc(COC(=O)c2ccc3c(c2)-c2ccccc2C3=O)cc1	i	-15	11
21	COc1ccc(C2=NO[C@@H]3C(=O)N(C4CCCCC4)C(=O)[C@H]23)cc1OC	i	0	4
22	COc1ccc(CC2(C)OC(c3ccc(Cl)cc3)=NN2C(C)=O)cc1 (centres undefined)	i	-35	10
23	COc1cccc(-c2nc(Cc3ccc(OC)c(OC)c3)no2)c1	i	3	23
24	CC(C)(C)NC(=O)NC(=O)COC(=O)c1ccc(OC(F)F)cc1	i	-14	4
25	COc1ccc(-n2nc(C(=O)NCC(=O)N3CCN(c4cccc(Cl)c4)CC3)c3ccccc3c2=O)c(OC)c1	i	-30	25
26	Oc1ccc(Br)cc1/C=N/N1CCCCC1	i	-7	25
27	CCNC(=S)N/N=C/c1ccc(OCC(=O)Nc2ccc(C)cc2)cc1	i	-23	13
28	CC1CCN(C(=O)COC(=O)c2ccc(Br)o2)CC1	i	4	13
29	O=C(CNS(=O)(=O)c1ccc(C(=O)N2CCOCC2)cc1)N1CCOCC1	i	7	4
30	CCC1(c2ccccc2)C(=O)NCNC1=O	i	3	4
31	COc1ccccc1CN1C(=O)c2cccc3cccc(c23)C1=O	i	-30	26
32	Cc1nn(CCCC(=O)Nc2cccnc2Cl)c(C)c1[N+](=O)[O-]	i	-20	26
33	Cc1ccc(NC(=O)CSCC(=O)Nc2ccccc2N2CCCCC2)cc1	i	-23	50
34	O=C(CCc1nc(-c2ccccc2)c(-c2ccccc2)o1)OCc1ccc(Cl)cc1	i	-22	12
35	Cc1cccc(-n2ncc3c2CCCC3NC(=O)CN2CCCC2=O)c1C (centres undefined)	i	2	15
36	CC(C)(C)c1ccc(/C=N/N2CCN(c3ccccn3)CC2)cc1	i	-29	23
37	CCn1c(SCC(=O)Nc2ccc(C)cc2)nc(O)cc1=O	i	16	6
38	COc1ccc(Nc2nc3ccccc3nc2NS(=O)(=O)c2cccs2)c(OC)c1	i	3	14
39	O=C(CNC(=O)c1ccc(Cl)cc1Cl)OCCCn1c(=O)[nH]c2ccccc21	i	-12	21
40	C/C(CC(=O)Nc1cccc(C(F)(F)F)c1)=N/NC(=O)C(=O)NCCO	i	-21	4
41	CC(C)Sc1nc(N2CCOCC2)c2c(c1C#N)CC(C)(C)N(C)C2	i	-24	27
42	C=CCOC(=O)C1=C(C)OC(N)=C(C#N)C1c1ccc(F)cc1 (centres undefined)	i	-16	27
43	Cc1ccc(S(=O)(=O)N(CC(=O)N=Nc2c(O)[nH]c3ccccc23)c2cccc(C)c2)cc1	i	-32	22
44	COc1ccc(CNS(=O)(=O)c2cc(OCC(N)=O)c(C)cc2Cl)cc1	i	-14	17
45	COc1ccc(CC(=O)c2c(O)cc(O)cc2O)cc1OC	i	9	21
46	CS(=O)(=O)c1ccccc1C(=O)Nc1ccc2sccc2c1	i	-12	12
47	O=C1CCCN1CCCNC(=S)Nc1ccc(Nc2ccccc2)cc1	i	-21	16
48	CCCN1C2CCCC1CC(NC(=S)Nc1cccc(C)c1)C2 (centres undefined)	i	-38	20
49	COC(=O)CN1C(=O)C2(C(C#N)=C(N)Oc3cc(C)oc(=O)c32)c2ccccc21 (centres undefined)	i	-6	6
50	O=C(NCc1ccccc1F)C(c1ccccc1)c1ccccc1	i	-14	3
51	Clc1nc2c(ccc3ccccc32)[nH]1	i	-13	13
52	CC(CNC(=O)CCS(=O)(=O)c1cc2c(cc1Cl)NC(=O)CO2)c1ccccc1 (centres undefined)	i	-25	12
53	CCN(CCO)C(=O)c1ccc2oc(Cc3ccc(Cl)cc3)nc2c1	i	-8	6
54	CC(=O)C1C(c2ccc(F)cc2)c2c(noc2C)CC1(C)O (centres undefined)	i	-13	0
55	O=C(C1CCCO1)N1CCN(S(=O)(=O)c2ccc(Br)cc2)CC1 (centres undefined)	i	-5	5
56	N#CCc1ccc(NC(=O)Cn2c(=O)oc3ccccc32)cc1	i	-8	14
57	N#Cc1cc(-c2ccccc2)nnc1Sc1ccccc1	i	-4	23
58	Cc1ccc(-c2nn(CC(=O)NCc3cc(-c4nn(C)c(=O)c5ccccc45)ccc3C)c(=O)c3ccccc23)cc1	i	-31	8
59	C/C(=N/NC(=O)CSc1nc2ccccc2s1)c1ccncc1	i	-26	0
60	O=C(CN1CCN(S(=O)(=O)c2cc(C(F)(F)F)ccc2Cl)CC1)N1CCc2ccccc2C1	.	-24	7
61	NNC(=O)CNC(=O)C12CC3CC(CC(C3)C1)C2	i	-30	25
62	O=C(O)CCCN1C(=O)/C(=C\c2ccccc2OCc2ccccc2)SC1=S	i	-2	44
63	CCN(CC(=O)Nc1ccc(NC(C)=O)cc1)C(=O)c1ccc2ccccc2c1	i	-30	15
64	Cc1nc2c(c(N3CCOCC3)n1)OCC(=O)N2	i	-10	15

# Fetched by structure from the entries so far:
No.	structure	CHT PAM	OX1R antag-1	OX1R antag-2
61	NNC(=O)CNC(=O)C12CC3CC(CC(C3)C1)C2	i	-30	25
57	N#Cc1cc(-c2ccccc2)nnc1Sc1ccccc1	i	-4	23
58	Cc1ccc(-c2nn(CC(=O)NCc3cc(-c4nn(C)c(=O)c5ccccc45)ccc3C)c(=O)c3ccccc23)cc1	i	-31	8
63	CCN(CC(=O)Nc1ccc(NC(C)=O)cc1)C(=O)c1ccc2ccccc2c1	i	-30	15

# Next part
No.	structure	CHT PAM	OX1R antag-1	OX1R antag-2
65	CN(C(=O)c1nn(C)c2c1CSc1ccccc1-2)c1ccc(F)cc1	i	-28	7
66	Cc1cccc(N=Nc2c(O)[nH]c3ccc(F)cc23)c1	i	-22	24
67	O=C(Nc1ccc2c(c1)OCO2)c1ccccc1SCC(=O)N1CCCC1	i	2	16
68	CN(Cc1ccon1)C(=O)CC1C(=O)NCCN1CC1CCCCC1 (centres undefined)	i	-10	7
69	Cc1ccccc1OCC(=O)NNC(=O)Cc1ccc(S(=O)(=O)N2CCOCC2)s1	i	-12	6
70	CC1O[C@@H](O[C@H](C)CC[C@@H](C)O[C@H]2OC(C)[C@@H](O)C[C@H]2O)C(O)C[C@H]1O (some centres undefined)	i	-9	4
71	COC(=O)C1=C(C(=O)OC)SC2(S1)C(C(=O)OC)=C(C(=O)OC)SC1=C2c2cccc(C)c2NC1(C)C	i	-7	12
72	O=C(CSc1ncnc2sccc12)NC1CCS(=O)(=O)C1 (centres undefined)	.	-11	5
73	O=C(O)C1CC=C(Cl)CC1C(=O)NC1CCCCC1 (centres undefined)	i	-3	0
74	CCS(=O)(=O)N1Cc2ccccc2CC1C(=O)N1CCN(c2cccc(C)c2C)CC1 (centres undefined)	i	-27	20
75	NC(=O)CSc1ccc(-c2ccc(F)cc2)nn1	i	-4	8
76	COc1cccc(C(=O)COC(=O)CCC(=O)NC2CCCCC2)c1	i	-17	20
77	O=C(CCn1cccc1)Nc1ccc(OC(F)(F)F)cc1	i	-9	36
78	COc1cccc(CNC(=O)CCC2CCCN(C(=O)c3cc(C)on3)C2)c1 (centres undefined)	i	-22	10
79	CCN1/C(=C/C(=O)c2ccco2)Sc2ccccc21	i	-7	54
80	O=C(O)Cc1sc(Nc2ccccc2)nc1-c1cccs1	i	-3	22
81	Cc1ccc(S[C@@H](CCN2CC[C@H](O)CCC2=O)c2ccccc2)cc1	i	-20	25
82	CCN1CN(Cc2ccco2)CNC1=S	i	-3	5
83	CCCN(CCC)CCNC(=O)c1cc2c(C)nc3ccccc3c2o1	i	-13	8
84	COc1ccccc1C1C(C(C)=O)=C(C)N=c2s/c(=C\c3cc(OC)c(OC)c(OC)c3)c(=O)n21 (centres undefined)	i	-36	23
85	Cn1c(CSc2nnc(SCc3ccccc3)s2)nc2ccccc21	i	-20	8
86	CCc1noc(C)c1C(=O)Nc1cc(Cl)ccc1N1CCCC1	i	-40	20
87	Cc1ccc2cn[nH]c2c1[N+](=O)[O-]	i	0	29
88	O=C1c2ccccc2C(=O)N1CCCC(=O)N1CCCc2ccccc21	i	-31	20
89	COc1cccc(NC(=O)c2nnn(Cc3ccc(Br)cc3F)c2N)c1	i	33	3
90	CC(C)CNc1oc(-c2ccco2)nc1C#N	i	-17	10
91	O=C(NCc1ccc(Cl)cc1)c1cccc(S(=O)(=O)N2CCCC2)c1	.	-16	-2
92	CCOC(=O)c1cc(=O)c2ccc(OCc3ccccc3)cc2o1	i	-14	11
93	O=C(CCC(=O)c1cccs1)OCC(=O)c1ccc(F)cc1	.	-7	8
94	COc1cc(/C=C/C(=O)Nc2nc3ccc(S(=O)(=O)NC(C)C)cc3s2)cc(OC)c1OC	i	2	16
95	Cc1cc(C(=O)OCC(=O)N2CC(=O)Nc3ccccc32)c(C)n1-c1ccccc1	i	-16	7
96	Cc1[nH]c2ccccc2c1C(=O)COC(=O)C1CC(=O)N(Cc2ccccc2)C1 (centres undefined)	i	-12	32
97	CC(=O)c1ccc(OCC(O)CN2CCc3ccccc3C2)cc1 (centres undefined)	i	-16	5
98	C=CCn1c(SCC(=O)Nc2nnc(CC)s2)nnc1-c1cccnc1	i	-1	17
99	CCn1cc(C(=O)OCC(=O)Nc2ccc(S(=O)(=O)N3CCCC3)cc2)c(=O)c2ccc(C)nc21	i	-7	11
100	COc1cc(C)c(S(=O)(=O)NCc2ccc3c(c2)OCO3)cc1C	i	-11	15
101	Cc1ccc(CSCCNC(=O)c2cccc([N+](=O)[O-])c2)cc1	i	-18	15
102	Cc1[nH]c(=O)c(C#N)c(C)c1Br	i	-7	8
103	CCCN1CCC(=O)N([C@H](CSc2ccc(C)cc2)c2ccccc2)CC1	i	-28	17
104	O=c1cc[nH]c2ccc([N+](=O)[O-])cc12	i	1	122*
105	Cc1ccc(NC(=O)C(C)OC(=O)Cn2[nH]c(=O)c3ccccc3c2=O)cc1 (centres undefined)	i	2	17
106	CC1Sc2ccc(C(=O)Nc3ncccc3O)cc2NC1=O (centres undefined)	i	-15	20
107	COc1cccc2cc(C(=O)OC(C)C(=O)c3ccc(C)cc3)c(=O)oc12 (centres undefined)	i	-10	5
108	COc1ccc(N2CCN(C(=O)c3oc4ccccc4c3NC(=O)Cc3ccc(OC)c(OC)c3)CC2)cc1	i	-18	-1
109	O=C(CCC1CCCC1)NCCCNC(=O)CCC1CCCC1	i	-41	12
110	NC(=O)CSc1nnc(Cc2ccc3c(c2)OCO3)n1C1CCCCC1	i	-1	1
111	CCCSc1nnc(N)s1	i	-9	12
112	CCN(CC)S(=O)(=O)c1cc(NC(=O)C2Cc3ccccc3C(=O)O2)ccc1C (centres undefined)	i	-22	13
113	O=C(N/N=C/c1cn(-c2ccccc2)nc1-c1cccnc1)c1ccccc1	i	-47	30
114	O=C(C1CC(=O)N(c2ccc3c(c2)OCCO3)C1)N1CCN(c2ccccc2)CC1 (centres undefined)	i	-20	-1
115	Cc1cc(=O)oc(C)c1C(=O)N[C@@H](Cc1ccccc1)C(=O)O	i	-1	2

# Screening data from PubChem.

# Compounds were not picked by outcome. About 2.5% of those tested had a hit in this group.
